Compound activity as filed in PubChem.
M5 PAM – potentiates acetylcholine response at human M5 receptor; P08912; CHO-K1 hM5, Fluo-8 calcium, ACh EC20 PAM; 0% = ACh EC20, 100% = ACh EC100; activation, % at 3 µM; 360,000 tested, 0.3% active; AID 624038;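 active = activation above the run cutoff, the mean activation of all test compounds plus 3 SD, cut at about 18% in these data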
Target sequence (P08912 whole entry, looked up): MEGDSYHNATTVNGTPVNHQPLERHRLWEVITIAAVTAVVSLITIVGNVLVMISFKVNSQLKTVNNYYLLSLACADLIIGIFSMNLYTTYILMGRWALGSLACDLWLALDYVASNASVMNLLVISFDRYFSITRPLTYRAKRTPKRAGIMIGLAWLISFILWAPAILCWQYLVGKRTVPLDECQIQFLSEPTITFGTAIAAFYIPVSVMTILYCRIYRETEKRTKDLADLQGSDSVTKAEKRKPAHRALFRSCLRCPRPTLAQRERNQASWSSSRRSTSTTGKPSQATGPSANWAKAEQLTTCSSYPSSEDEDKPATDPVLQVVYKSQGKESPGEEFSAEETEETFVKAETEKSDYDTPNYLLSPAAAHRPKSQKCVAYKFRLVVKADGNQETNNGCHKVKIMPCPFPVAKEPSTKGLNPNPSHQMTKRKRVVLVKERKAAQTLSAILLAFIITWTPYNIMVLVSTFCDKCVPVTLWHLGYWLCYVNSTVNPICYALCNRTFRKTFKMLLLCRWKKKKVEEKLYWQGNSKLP
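Assay system – human M5 receptor in CHO-K1 cells · Read-out – % activation, ACh-normalized · Technique – Fluo-8 calcium fluorescence · Dosing – single-point, 3 µM nominal · Incubation – Fluo-8 loading 80 min at 37 °C plus 30 min room temperature · Repeats – singlicate, one well per test compound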
CHRM4 agonist – agonists of human muscarinic M4 receptor (CHRM4). AID 624127. activation, % at 3 µM. P08173. CHO-K1 hM4/Gqi5, Fluo-8 calcium fluorescence; vehicle 0%, full acetylcholine response 100%. 360,000 tested, 0.14% active;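 active = activation above the run mean over all test wells plus 3 SD, cut at about 32% in these data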;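 also: peak over basal fluorescence ratio per well then scaled between controls; 0% = DMSO wells and 100% = acetylcholine at EC100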
Target sequence (P08173 whole entry, looked up): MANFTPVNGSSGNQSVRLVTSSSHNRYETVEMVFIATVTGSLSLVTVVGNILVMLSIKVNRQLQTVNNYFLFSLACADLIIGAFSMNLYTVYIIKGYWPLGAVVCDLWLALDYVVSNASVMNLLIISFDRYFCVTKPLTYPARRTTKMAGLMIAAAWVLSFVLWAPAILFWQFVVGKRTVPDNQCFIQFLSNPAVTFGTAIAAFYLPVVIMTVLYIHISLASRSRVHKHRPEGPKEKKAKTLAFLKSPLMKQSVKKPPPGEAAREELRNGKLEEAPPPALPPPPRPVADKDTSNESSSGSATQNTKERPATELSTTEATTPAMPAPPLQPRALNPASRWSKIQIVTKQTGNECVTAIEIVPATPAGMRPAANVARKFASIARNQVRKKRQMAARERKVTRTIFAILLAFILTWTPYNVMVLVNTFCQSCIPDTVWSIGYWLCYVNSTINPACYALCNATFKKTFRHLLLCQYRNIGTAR
CHO-K1 Ca ag – counter-screen for M1 agonists: effect in parental CHO-K1 cells; Fluo-8 calcium fluorescence; scaled to maximal ATP response, vehicle zero; 360,000 tested, 0.48% active; activation, % at 3 µM; in the data active = activation above about 15%;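 also: untransfected CHO-K1 host cells lacking M1 receptor as counterscreen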
CHRM5 agonist – agonists of human muscarinic M5 receptor (CHRM5). P08912. CHO-K1 hM5 cells, Fluo-8 calcium fluorescence; 0% DMSO wells, 100% maximal acetylcholine response. activation, % at 3 µM. 360,000 tested, 0.19% active. AID 624037;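 active = activation above the run's mean over test compounds plus 3 SD, cut at about 23% in these data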;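 also: signal is peak over basal fluorescence ratio across the kinetic read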
M1 PAM parental – nonselective activator or artifact in parental CHO-K1 calcium assay; ATP EC20, Fluo-8 calcium fluorescence; 0% at ATP EC20, 100% at ATP max; AID 602247; 360,000 tested, 0.02% active; activation, % at 3 µM;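 active = activation above the run cutoff, the mean activation of all test compounds plus 3 SD, cut at about 40% in these data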;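 also: peak over basal fluorescence ratio in a 140 s read after ATP addition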
M4 PAM – CHRM4 positive allosteric modulation | AID 624126 | 360,000 tested, 0.4% active | activation, % at 3 µM | P08173 | CHO-K1 hM4/Gqi5, Fluo-8 calcium fluorescence, ACh EC20; 0% = ACh EC20, 100% = maximal ACh;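 active = activation above its plate's cutoff, the mean activation of sample wells plus 3 SD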; also: some results filed as inactive read as strong as hits
M4 antag – antagonists of human muscarinic M4 receptor (CHRM4). 360,000 tested, 0.73% active. P08173. CHO-hM4 cells, ACh EC80, Fluo-8 calcium fluorescence. inhibition, % at 3 µM;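 active = inhibition above its plate's cutoff, the mean inhibition of sample wells plus 3 SD, cut at about 27% in these data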;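 also: 0% = acetylcholine EC80 with DMSO and 100% = DMSO without agonist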
M5 antag – CHRM5 antagonism in calcium assay | P08912 | inhibition, % at 3 µM | CHO-hM5 cells, Fluo-8 calcium fluorescence, ACh EC80 | 360,000 tested, 0.59% active;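 active = inhibition above a per-plate cutoff, the mean of that plate's test compounds plus 3 SD, cut at about 27% in these data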;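 also: 0% = acetylcholine EC80 with DMSO and 100% = DMSO without agonist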
CHO-K1 Ca antag – M1 antagonist counterscreen hit in parental CHO-K1 cells. inhibition, % at 3 µM. 360,000 tested, 0.6% active. ATP-induced calcium, Fluo-8 fluorescence. AID 602250;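 active = inhibition above a per-plate cutoff, the plate's mean sample inhibition plus 3 SD, cut at about 24% in these data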;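 also: 0% = DMSO plus EC80 ATP and 100% = DMSO alone without ATP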
An asterisk follows results filed as active; x = not tested or not shown.

SMILES	M5 PAM	CHRM4 agonist	CHO-K1 Ca ag	CHRM5 agonist	M1 PAM parental	M4 PAM	M4 antag	M5 antag	CHO-K1 Ca antag
CCCCn1c(N)c(N(CC(C)C)C(=O)c2ccc(-c3ccc(C(C)=O)cc3)o2)c(=O)[nH]c1=O	-3	0	0.2	2	6	15	-11	5	-11
Cc1cc2nc(/C(C#N)=C\c3ccc(-c4ccccc4C(=O)O)o3)[nH]c2cc1C	-7	1	1.9	7	-10	2	-8	-8	-3
CCC(CC)C(=O)Nc1nnc(S(=O)(=O)N2CCCc3ccccc32)s1	-8	7	1.5	-2	9	1	-5	2	1
Cc1cc(S(=O)(=O)NCc2ccco2)c(C)s1	-3	0	-0.1	-11	14	9	-15	-10	-9
O=C(CC1CCCCC1)Nc1ccc(-c2ccc3nncn3n2)cc1	-4	3	2.3	-5	20	-4	1	12	-6
Cc1ccccc1CNC(=O)C(=O)NCCC1CCCCN1S(=O)(=O)c1cccs1 (centres undefined)	-5	5	-0.7	-4	1	-6	-26	6	6
Cc1ccc(N2CCN(/N=C/c3ccncc3)CC2)cc1	-1	8	9.0	4	-7	-9	11	10	7
COc1ccc(Cn2c(=O)oc3ccc(C)cc32)cc1OC	-6	9	4.9	8	8	-1	8	3	2
CCN(CC(=O)Nc1ccc(NC(C)=O)cc1)C(=O)c1oc2ccccc2c1C	-6	4	1.0	3	-20	10	-16	5	-6
COc1ccc(C(CNC(=O)c2cccc(S(=O)(=O)N3CCCc4ccccc43)c2)N(C)C)cc1 (centres undefined)	-4	5	3.0	-9	22	-4	-4	14	-10
COc1cc([N+](=O)[O-])ccc1NC(=O)CN(C)C	0	-1	0.0	0	7	3	4	1	-11
CN(Cc1cc(Cl)cc(Cl)c1)[C@H]1C[C@H]2c3[nH]c4ccccc4c3CCN2C(=O)[C@H]1CO	-6	0	0.4	1	15	-6	13	9	-9
CC(C)C[C@H]1CN=C(Nc2ccccc2)N1CCc1cccc(F)c1	-40	126*	85*	74*	-23	-21	62*	38*	43*
CCOc1ccc(NC2=CC(=O)CC(c3ccco3)C2)cc1 (centres undefined)	2	0	0.4	-7	20	0	-3	-9	-7
CCOC(=O)C1CCCN(Cc2cccs2)C1 (centres undefined)	9	0	0.9	-6	25	13	-16	-15	-13
COc1cc(C(=O)Oc2cccnc2)cc(OC)c1OC	-4	1	1.1	0	14	-5	4	2	-12
O=C(NNC(=O)c1ccc(Br)o1)c1csc(N2CCOCC2)n1	5	2	1.2	4	6	-2	1	-6	-20
Cc1cc(N2CCOCC2)nc2ccc(NC(=O)CCC(=O)N3CCN(c4ccccc4)CC3)cc12	-4	2	1.8	-3	20	-2	-2	11	-12
CS(=O)(=O)CCC(C(=O)OCc1ccc(Br)cc1)N1C(=O)c2ccccc2C1=O (centres undefined)	-7	6	3.1	-5	14	7	-4	1	-13
O=C1N/C(=N/O)S/C1=C/c1cccnc1	7	0	0.1	-1	21	0	2	-11	-3
CCC[C@H]1CC(=O)C=C(c2ccsc2)ON1C(=O)OC(C)(C)C	-9	-2	0.7	0	18	-4	2	10	-13
O=C(N/N=C/c1ccc2c(c1)OCO2)c1ccc(COCC(F)(F)C(F)F)cc1	-9	2	1.4	-1	2	4	-9	8	-6
CCc1cccc(C)c1NC(=S)NCc1ccc2[nH]c(C)cc2c1	-4	1	-0.1	-3	9	-6	-8	-2	-4
C/C(=N/NC(=O)CNC(=O)c1ccccc1)c1ccc(C)cc1	-6	2	0.1	-2	19	10	-8	17	-10

Five compounds out of the list, arranged by number of heavy atoms, falling:
SMILES	M5 PAM	CHRM4 agonist	CHO-K1 Ca ag	CHRM5 agonist	M1 PAM parental	M4 PAM	M4 antag	M5 antag	CHO-K1 Ca antag
CS(=O)(=O)CCC(C(=O)OCc1ccc(Br)cc1)N1C(=O)c2ccccc2C1=O (centres undefined)	-7	6	3.1	-5	14	7	-4	1	-13
CC(C)C[C@H]1CN=C(Nc2ccccc2)N1CCc1cccc(F)c1	-40	126*	85*	74*	-23	-21	62*	38*	43*
CCc1cccc(C)c1NC(=S)NCc1ccc2[nH]c(C)cc2c1	-4	1	-0.1	-3	9	-6	-8	-2	-4
O=C(NNC(=O)c1ccc(Br)o1)c1csc(N2CCOCC2)n1	5	2	1.2	4	6	-2	1	-6	-20
COc1cc(C(=O)Oc2cccnc2)cc(OC)c1OC	-4	1	1.1	0	14	-5	4	2	-12

(listing goes on)
SMILES	M5 PAM	CHRM4 agonist	CHO-K1 Ca ag	CHRM5 agonist	M1 PAM parental	M4 PAM	M4 antag	M5 antag	CHO-K1 Ca antag
COc1ccc(S(=O)(=O)NC2CCSc3ccccc32)cc1NC(C)=O (centres undefined)	-5	3	1.1	-1	-9	-4	-13	13	-5
O=C(c1ccccc1)C(Nc1cccc([N+](=O)[O-])c1)c1ccccc1 (centres undefined)	-12	-1	-0.2	-10	14	0	1	4	-22
O=C(CSc1nc2c(cnn2-c2ccc(F)cc2)c(=O)[nH]1)N1CCCCCC1	-6	1	0.4	0	3	-11	15	4	8
Cc1ccc(Oc2ccc(OCC(=O)NC(CC(C)C)C(=O)O)cc2)cc1 (centres undefined)	-7	2	0.5	-1	13	-2	6	9	-9
COCOCCn1cc(CN2CCS(=O)(=O)N(Cc3ccc(-c4ccc(Cl)c(Cl)c4)cc3)C(C)C2=O)nn1 (centres undefined)	-5	21	8.6	2	7	-7	1	10	2
CCN(CC)C(=O)c1sc(NC(=O)c2c(OC)cccc2OC)c(C#N)c1C	3	1	-0.7	-2	-10	2	-4	-12	13
CCOc1ccccc1NC(=O)CCCc1ccc(OC)c(C)c1	3	-2	-0.2	-5	10	-2	-9	4	0
CCn1cc(C(=O)NCCN(C)CCc2ccccc2)c(=O)c2cc(S(=O)(=O)N(C)C)ccc21	-4	0	-0.2	-7	0	-11	12	18	17
Cc1cc2oc(=O)cc(CN3CCN(S(=O)(=O)/C=C/c4ccccc4)CC3)c2cc1C	-4	-1	0.8	-1	18	-8	2	3	-8
COCCCN1C(=O)C(CC(=O)NCc2cccs2)CC(C(=O)N2CCOCC2)=C1C (centres undefined)	7	2	0.0	0	0	8	-5	-3	-1
O=C(NCc1cccnc1)c1csc([C@H]2C[C@H](O)[C@@H](CO)O2)n1	-3	0	0.0	0	-4	-1	-5	5	-2
NC(=O)CSc1nc2cc3c(cc2c(=O)n1CCCC(=O)NCc1ccc2c(c1)OCO2)OCO3	-3	0	0.1	-2	19	7	15	5	-5
CC1(C)C(C=C(Cl)Cl)C1C(=O)N(Cc1cccc(Cl)c1)C1CCS(=O)(=O)C1 (centres undefined)	1	1	1.7	-6	30	4	-6	-2	-11
CC(C)(C)c1nnc(N/N=C/c2ccc(O)cc2)n(N)c1=O	-4	3	2.7	-1	19	1	16	7	-7
O=C(COC(=O)CCc1nc2ccccc2s1)Nc1ncc(Cl)cc1Cl	1	3	1.0	-3	20	9	-12	-2	-4
COc1ccc(C2=NN(C(=O)c3cccs3)C(c3ccccc3OC)C2)cc1OC (centres undefined)	1	-2	0.3	-9	27	-8	-2	4	-8
Cc1nn(-c2ccccc2)c(Cl)c1/C=N/Nc1nncc(=O)[nH]1	-22	0	-0.1	-10	-5	5	-6	23	-1
CC(C)N(Cc1nc2ccccc2[nH]1)C(C)C	-5	1	-0.4	-5	7	0	-8	4	-11
CC(=O)/C(=N\Nc1ccc(Cl)cc1)Sc1nnc(-c2ccccc2)n1-c1ccccc1	-5	6	3.7	7	16	-12	7	3	-1
O=C(Nc1ccc2c(c1)C(=O)NC2=O)c1cc(Cl)ccc1Cl	-7	3	0.8	0	0	-9	7	-1	4
CC(C)Oc1ccc(Cc2n[nH]c(=S)n2Cc2ccccc2)cc1Cl	-3	0	1.2	-4	-9	-8	-10	7	-11
CCc1cccc2c(C(=O)C(NCCCOC)c3ccccc3)c[nH]c12 (centres undefined)	-1	9	4.1	-1	-7	1	-7	3	8
Cc1ccnc2nc(C(=O)Nc3cc(Cl)ccc3N3CCOCC3)nn12	-9	2	1.1	1	7	-1	-7	5	-14
O=C1c2ccccc2C(Nc2ccc(S(=O)(=O)N3CCCCCC3)cc2)N1Cc1ccco1 (centres undefined)	-5	2	1.0	0	17	-13	16	4	-7
CCCCSc1nnc2c(n1)[nH]c1ccccc12	-5	1	0.8	-3	4	2	1	16	-7
COc1ccc(C(C(=O)NC2CCCC2)N(Cc2ccccc2)C(=O)c2snc(C(N)=O)c2N)cc1OC (centres undefined)	-8	18	6.8	3	7	-9	-8	13	-5
COC(=O)c1cc(OC)c(OC)cc1NC(=O)CSc1nnc(-c2cccnc2)n1C	-4	1	0.2	-1	3	4	-8	8	6
CCOC(=O)N1CCN(C(=O)C[C@@H]2C[C@@]3(C(=O)OC)CCCCC=C3N(Cc3ccccc3)C2=O)CC1	-4	10	3.2	7	19	-1	-7	1	-22
O=C(Cn1ncc2c([nH]c3ccccc32)c1=O)Nc1ccc(F)cc1F	-1	1	0.4	0	7	1	5	7	-5
COc1ccc(CN2C(=O)C(CC(=O)NC3CCCC3)CC(C(=O)N(C)C)=C2C)cc1 (centres undefined)	3	0	0.2	2	19	11	-20	-5	-11
CC1CCCC(NC(=O)c2ccc3c(=O)n(CC4CCCO4)c(=O)[nH]c3c2)C1C (centres undefined)	-1	2	0.4	0	-8	11	1	-8	23
COc1cccc(CNC(=O)CN(C)S(=O)(=O)c2cccc3cccnc23)c1	-2	2	2.4	5	2	-2	-8	1	-10
Cc1nn(C)c(C)c1CCC(=O)O	8	1	-0.1	2	-13	0	4	-12	12
S=C(NCc1ccc(Cl)cc1Cl)NC1CCCCC1	-18	9	7.6	0	-2	-17	2	18	12
c1ccc(-c2ccc(OCCCNC3CCCC3)cc2)cc1	-16	30	14	4	-7	-22	39*	33*	14
CN(C)[C@@H](CO)c1nnc([C@H](CCC(=O)O)NC(=O)C2CCNCC2)o1	1	0	-0.3	3	-7	5	-5	8	2
Nc1sc(-c2ccccc2)cc1C(=O)NCCN1CCOCC1	7	3	x	3	x	8	-4	0	x
COc1ccc(C(=O)CNc2ccc(C)cc2C)cc1	-12	10	3.7	0	-14	-23	10	14	10
O=C1CC(=O)C(n2cncn2)C(c2ccc(Cl)cc2Cl)C1 (centres undefined)	-11	1	0.3	-2	4	3	7	13	-6
CCCn1c(N)c(N(CCOC)C(=O)c2ccc(N(C)S(=O)(=O)c3ccc(C)cc3)cc2)c(=O)[nH]c1=O	-3	0	-0.2	4	-26	13	-12	4	10
NC(=O)c1ccc2c(=O)n3c(-c4cc(Cl)c(N)c(Cl)c4)csc3nc2c1	1	10	1.6	1	-9	-7	10	11	-6
COC(=O)C1=NN(C(C)=O)C2(CC(=O)N(c3cc(C)cc(C)c3)C2=O)C1 (centres undefined)	-1	1	0.2	0	16	-3	7	-3	-1
CC(=O)c1ccc(N=Nc2ccc(N)cc2)cc1	8	1	-0.7	8	-3	-10	-2	-19	6
CCN(C(=O)CSc1nnc(-c2ccccc2OC)n1N)c1c(N)n(Cc2ccccc2)c(=O)[nH]c1=O	4	0	0.1	2	-3	1	2	8	-11
CCC(CC)C(=O)c1c[nH]c(C(=O)NCc2ccccc2OC)c1	-13	21	12	3	8	-13	12	17	-1
